# NPSR antagonist: qHTS Assay for Antagonists of the Neuropeptide S Receptor: cAMP Signal Transduction. Q6W5P4. CHO-NPSR cells, cAMP TR-FRET, antagonist mode. Potency, µM (doses to about 38.3 µM), for the others: at the highest dose activity change, negative = inhibition, most hits filed as inhibitors. actives 1% (n = 220,000). AID 1461, 2008; further: potency means the concentration at half of the fitted maximal effect; on the % scale 0 is the no-effect control and ±100 the full control effect; nearly all actives have a fitted effect of over 50% in size; many of its hits are not listed in these tables
# Target sequence (Q6W5P4 whole entry, looked up): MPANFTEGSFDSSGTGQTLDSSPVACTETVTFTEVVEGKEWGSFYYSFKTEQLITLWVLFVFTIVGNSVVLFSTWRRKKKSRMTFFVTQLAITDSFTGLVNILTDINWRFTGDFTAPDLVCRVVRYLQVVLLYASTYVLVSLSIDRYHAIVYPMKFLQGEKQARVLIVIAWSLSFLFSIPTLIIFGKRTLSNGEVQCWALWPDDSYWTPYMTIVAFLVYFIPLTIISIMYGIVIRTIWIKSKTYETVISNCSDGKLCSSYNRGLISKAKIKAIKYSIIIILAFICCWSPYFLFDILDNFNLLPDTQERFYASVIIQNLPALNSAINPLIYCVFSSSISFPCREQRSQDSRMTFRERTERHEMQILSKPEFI
# Epigenetic reg: Quantitative High-Throughput Screen for Regulators of Epigenetic Control | murine LDR cells, GFP reporter derepression, 30 h | Potency, µM (series often up to 53.9 µM), for inactives: at the top dose GFP activation, actives largely listed as activators | actives 0.2% (n = 280,000); further: potency means the concentration at half of the fitted maximal effect; % of control where 0% means no effect; nearly all actives have a fitted effect of over 60% in size
#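 Reporter derepression read as number of fluorescent GFP-positive objects, 20-120 um in size, counted by laser-scanning cytometer. Mouse LDR line with an epigenetically silenced CMV-GFP locus; compound incubation 30 h, 37 C.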
# IMPase Li cell: qHTS Assay for Identifying the Cell-Membrane Permeable IMPase Inhibitors: Potentiation with Lithium. CHO-M1 cells, IP1 TR-FRET (IP-One), carbachol + lithium. Potency, µM (titrated, usually from 59.4 µM), for the others: at the top dose activity, negative = IMPase inhibition, hits mostly inhibitors. actives 0.35% (n = 210,000);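 further: IP1 builds up when IMPase is blocked and the TR-FRET signal falls; potency means the concentration at half of the fitted maximal effect; plate controls were basal vehicle for no effect and high inhibitor control for full effect; nearly all actives have a fitted effect of over 50% in size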
#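 CHO cells stably expressing M1 receptor (2000/well) were cultured 16–30 h, then exposed to compounds with a small lithium addition for 30 min at 37C. IP1 was measured by TR-FRET competition; AC50 from Hill fits.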
# CBFb-RUNX1 inh: qHTS Assay for Compounds Blocking the Interaction Between CBF-beta and RUNX1 for the Treatment of Acute Myeloid Leukemia | Runt-related transcription factor 1 (Homo sapiens) + Core-binding factor subunit beta … | AlphaScreen CBFb-His/RUNX1-biotin binding, biochemical | Potency, µM (doses to about 59.8 µM), inactives show top-dose activity, negative = inhibition, most hits filed as inhibitors | 230,000 tested, under 10 active; further: % of control where 0% means no effect
#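 CBF-beta (His) and RUNX1 (biotin), 30 nM each; 20 min preassociation; + compound, 15 min; + beads 50 ng each (Ni, streptavidin), 90 min; RT; AlphaScreen read.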
# Lamin A splicing: qHTS Assay for Modulators of Lamin A Splicing; HeLa LMNA splicing GFP/RFP minigene ratio, 48 h; Potency, µM (top dose mostly 46.1 µM), for inactives: top-dose ratio change, negative = inhibition, most hits filed as inhibitors; actives 0.01% (n = 200,000); active means well fitted inhibition curve with a large enough effect in the signal ratio, with a control signal flat, not every such curve was filed as active; inconclusive means small, poorly fitted or top-dose-only effect, or effect the other way, or a change in a side signal; the % refers to the signal ratio; further: potency means the concentration at half of the fitted maximal effect; on the % scale 0 is the no-effect control and ±100 the full control effect
#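 S3 HeLa cells stably expressing lamin A-EGFP splicing minigene plus DsRed2, 600 cells/well, 48 h compound exposure at 37C. Laser-scanning cytometry; analysed as GFP (500-530 nm)/RFP (575-640 nm) total intensity ratio; 0.5% DMSO vehicle.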
# aGal spleen mod: qHTS Assay for Inhibitors and Activators of Human alpha-Galactosidase From Spleen Homogenate; Alpha-galactosidase A (Homo sapiens), P06280; human spleen homogenate, 4MU-alpha-Gal fluorescence, 40 min; Potency, µM (highest dose often 80 µM), for inactives: at the highest dose activity change, negative = inhibition, usual class: inhibitors; actives 0.008% (n = 240,000);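 further: potency means the concentration at half of the fitted maximal effect; 0% = enzyme with vehicle and -100% = no enzyme basal signal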
# Target sequence (P06280 32-429 limits assumed): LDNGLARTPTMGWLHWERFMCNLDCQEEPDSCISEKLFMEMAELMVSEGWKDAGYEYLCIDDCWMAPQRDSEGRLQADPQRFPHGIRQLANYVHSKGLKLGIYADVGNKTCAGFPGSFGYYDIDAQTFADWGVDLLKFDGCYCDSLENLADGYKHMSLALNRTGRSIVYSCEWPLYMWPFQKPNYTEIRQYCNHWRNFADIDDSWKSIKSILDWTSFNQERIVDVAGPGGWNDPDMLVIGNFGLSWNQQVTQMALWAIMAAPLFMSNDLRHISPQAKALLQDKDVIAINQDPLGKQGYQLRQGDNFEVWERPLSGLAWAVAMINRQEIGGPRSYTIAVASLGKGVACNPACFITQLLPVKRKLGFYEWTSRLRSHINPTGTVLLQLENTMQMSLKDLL
#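 Inhibition or activation of alpha-galactosidase in human spleen homogenate is scored by 4-MU fluorescence after 40 min at 37C, pH 5.0, with 1 mM substrate. AC50s come from concentration-response fitted to the Hill equation.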
# KinaseGlo FLuc: Counterscreen for Luciferase (Kinase-Glo TM) Inhibition; Luciferin 4-monooxygenase (Photuris pensylvanica), Q27757; Kinase-Glo luciferase, ATP luminescence, 8 min; Potency, µM (series often up to 38.3 µM), inactives show top-dose activity change, negative = inhibition, usual class: inhibitors; actives 0.28% (n = 200,000); AID 1379, 2008; further: potency means the concentration at half of the fitted maximal effect; on the % scale 0 is the no-effect control and ±100 the full control effect; nearly all actives have a fitted effect of over 60% in size
#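 Substrate mix (final 50 mM imidazole pH 7.2, 50 mM KCl, 7 mM MgCl2, 10 uM ATP, 0.01% Tween 20, 0.05% BSA) plus pin-tool compound, then Kinase-Glo detection mix; 8 min ambient, luminescence read.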
# An asterisk follows results filed as active; ? = inconclusive; nt = no result given; & = joins results of further samples; [ ] = remark or other dose. Unless noted, the call rests on the fitted dose curve; in most records, active means well fitted curve in the direction sought with a large enough effect; inconclusive means small, poorly fitted or top-dose-only effect, or another doubt; inactive means no such curve, though single readings can be large; an effect the other way counts as inactive or inconclusive. A portion of the library; rates above refer to the full screens.
smiles	NPSR antagonist	Epigenetic reg	IMPase Li cell	CBFb-RUNX1 inh	Lamin A splicing	aGal spleen mod	KinaseGlo FLuc
NCC(CS(=O)(=O)O)c1ccc(Cl)cc1 (stereo not given)	nt	-1.1%	-3%	9%	nt	18%	nt
O=C(O)c1cccc2c1NC(c1cccc([N+](=O)[O-])c1)C1CC(Sc3ccccc3[N+](=O)[O-])C(Cl)C21 (stereo not given)	10µM*	-1.1%	27%	?	5%[46 µM]	2%	-6%
CC[N+](C)(CC)CCC[n+]1c(-c2ccccc2)c2cc(N)ccc2c2ccc(N)cc21	nt	0.0%	32%&17%[activator]	-25%[21.7 µM]	-4%	-7%	-23%[17.1 µM]
CN(C)C(=O)C(CCN1CCC(O)(c2ccc(Cl)cc2)CC1)(c1ccccc1)c1ccccc1	?	3.5%	8%&41%&-3%&4%&4%&21%&10%	15%	?	8%	-4%
CC(C)CC(NP(=O)(O)O[C@@H]1O[C@@H](C)[C@H](O)[C@@H](O)[C@H]1O)C(=O)NC(Cc1c[nH]c2ccccc12)C(=O)O (stereo not given in full)	-5%[46.1 µM]	-0.1%	10%	8%	?	-5%	-2%
Clc1ccc(N2CCN(Cc3ccccc3Cl)CC2)cc1	-17%[46.1 µM]	-0.3%	19%[38.3 µM]	6%	-7%	-1%	14%
CCCN1C[C@H](C)N([C@H](c2ccc(C(=O)N(CC)CC)cc2)c2cccc(OC)c2)C[C@H]1C	nt	-1.1%&4.3%	9%&12%	8%	nt	-12%&4%	2%
O=[N+]([O-])c1ccc(N2CCCCCC2)c2ncccc12	-33%	1.1%	28%	3%	?	0%	-1%
CC(C)(C)c1[nH]nc2c1C(c1ccoc1)C(C#N)=C(N)O2 (stereo not given)	3%[46.1 µM]	-1.0%	30%[activator][38.3 µM]	-1%	-6%	-3%	-3%
O=[N+]([O-])c1ccc(N2CCCC2)c(F)c1Br	3%	-0.9%	15%	-11%	-2%	-6%	-2%
CC(C)C12CN3CCN(CC(C3)/C1=N\O)C2	16%[46.1 µM]	-1.4%	20%[38.3 µM]	-7%	1%	2%	2%
O=P(OC1CCCCC1)(OC1CCCCC1)C(O)c1ccc(Cl)cc1Cl (stereo not given)	?	3.3%	17%[38.3 µM]	-3%	7%	10%	-2%
COP(=S)(OC)SCN1C(=O)c2ccccc2C1=O	10%[46.1 µM]	-1.6%	0%[38.3 µM]	6%	10%	-3%	-3%
C[N+]1(CC2COC(c3ccco3)O2)CCCCC1 (stereo not given)	16%	2.7%	10%	1%	nt	4%	-3%
CC1=C(O)C(=O)[C@@H]2O[C@@H]2C1=O	nt	1.1%	25%	5%	nt	-17%	nt
c1ccc(N2CC3(CCNCC3)C2)nc1	nt	nt	-2%	nt	nt	13%	-2%
c1ccc(CCNCc2ccccc2)cc1	13%	-1.1%	1%	1%	-13%	-3%	6%
CCC(=O)Nc1nc2ccccc2n1CCN(C)C	1%[7.67 µM]	4.3%	3%[38.3 µM]	?	4%	2%	-1%
O=c1[nH]c(=O)n(C2CCCCC2)c(O)c1C=Nc1ccc(N2CCOCC2)cc1	27%	-1.3%	-2%	?	?	14%	-2%
C=CCn1c(O)c(C(CC)=NCCN2CCN(C(=S)NC)CC2)c(=O)[nH]c1=O	47%	2.6%	nt	8%	nt	0%	nt

# Remaining list, next part.
smiles	NPSR antagonist	Epigenetic reg	IMPase Li cell	CBFb-RUNX1 inh	Lamin A splicing	aGal spleen mod	KinaseGlo FLuc
O=C1/C(=C\c2cccnc2)N2CCC1CC2	-16%	0.1%	nt	8%	nt	2%	nt
CCOc1ccc(N=Cc2c(O)n(-c3ccc(C)c(C)c3)c(=O)[nH]c2=O)cc1	-2%	2.9%	nt	6%	nt	9%	nt
CCN1CCC2(CC1)NC(=O)c1ccccc1O2	21%	0.0%	5%	3%	nt	-6%	nt
COc1cccc(C(=O)C2CN(C)CC2c2ccc(Cl)cc2)c1 (stereo not given)	-11%	-0.8%[10.1 µM]	13%	-3%	?	-1%	2%
CCCCP(=O)(O)CCC(=O)O	-12%[46.1 µM]	1.0%	16%[38.3 µM]	12%	-5%	-5%	-1%
CN(C)C(=O)Oc1ccc2ccccc2c1Cl	-1%[46.1 µM]	0.4%	9%[38.3 µM]	2%	?	-3%	-1%
COP(=O)(OC)C(NC(=O)C(C)(C)C)=C(Cl)Cl	-6%[46.1 µM]	-1.6%	8%[38.3 µM]	0%	-8%	-2%	-5%
NC[C@H](CS(=O)(=O)O)c1ccc(Cl)cc1	nt	-2.8%	-2%	10%[21.7 µM]	nt	6%	3%
N[C@H]1C[C@H]1c1ccccc1	nt	1.0%[16.9 µM]	-4%	21%[21.7 µM]	?	-5%[29.1 µM]	3%[17.1 µM]
C=CCn1c(O)c(C(C)=NCCCN2CCOCC2)c(=O)[nH]c1=O	-1%[46.1 µM]	-1.2%	-11%[38.3 µM]	4%	1%	1%	-2%
CCC1(OC(=O)CN)C(=O)OCc2c1cc1n(c2=O)Cc2cc3ccccc3nc2-1 (stereo not given)	-28%	2.4%	nt	5%	nt	?	nt
C=COCCn1c(C)c(C(=O)OCC)c2cc(O)ccc21	-2%[46.1 µM]	-0.7%	-20%[38.3 µM]	1%	?	6%	-4%
CSC1=NP(=S)(SC)N2CCCC2=C1C#N (stereo not given)	-8%[46.1 µM]	4.3%	0%[38.3 µM]	-7%	?	1%	-4%
COc1ccc(CN2C(=O)NC(=O)/C(=C\c3cccc(OC)c3OC)C2=O)cc1	-39%	11%	4%	-5%	nt	-1%	4%
CCCCCCCSc1cc(OC)c(CCN(C)C)cc1OC	?	1.4%	35%[activator][38.3 µM]	nt	?	-1%	-1%
CCOc1ccc(/C=C/C(=O)C(C(N)=O)=C2SCCS2)cc1	11%	2.1%	-10%	-19%	?	0%	-4%
COc1ccc(CCn2c(O)c(/C=N/NC(=O)c3ccncc3)c(=O)[nH]c2=O)cc1OC	1%	-1.1%	-2%	nt	-5%	-6%	4%
CC(=O)OC1(c2ccccc2)CCN(C)CC1(C)C (stereo not given)	-17%	-5.5%	2%	11%	-2%[46 µM]	13%	2%
O=C(Oc1cccc2cccnc12)c1ccccc1	nt	?	-2%	11%	?	-1%	2%[39.9 µM]
CN(C)c1ccc(C(=O)N/N=C/C23CC[C@@H](O)CC2(O)CC[C@@H]2[C@@H]3CCC3(C)C(C4=CC(=O)OC4)CCC23O)cc1 (stereo not given in full)	21%	-1.0%	nt	11%	nt	0%	nt

# Continuation:
smiles	NPSR antagonist	Epigenetic reg	IMPase Li cell	CBFb-RUNX1 inh	Lamin A splicing	aGal spleen mod	KinaseGlo FLuc
O=C(Nc1ccc(Br)cc1)c1cc(Br)cc(Br)c1O	nt	1.8%	13%	4%	?	7%	4%[39.9 µM]
O=C1CCN(C(=O)CNC(=O)Cc2ccccc2)CC1	8%	-0.2%	4%	-1%	-14%[46 µM]	-1%	0%
CC(Oc1ccc(Cl)cc1Cl)C(=O)Nc1ccc(S(=O)(=O)Nc2cnc3ccccc3n2)cc1 (stereo not given)	?	5.3%	1%[38.3 µM]	-11%	?	19%	-3%
[O-][n+]1onc2c1CCC1N(O)CCC21O (stereo not given)	-9%[46.1 µM]	0.9%	12%[38.3 µM]	-4%	8%	-18%	0%
CCn1cc(CN2CCCC(C(=O)c3sccc3C)C2)cn1 (stereo not given)	-8%	-0.1%	16%	-4%	nt	1%	nt
CN1CCN(C(=O)COc2ccc(S(=O)(=O)NCc3ccccc3)cc2Cl)CC1	-2%[46.1 µM]	-1.0%	25%[38.3 µM]	4%	-5%	-1%	-4%
c1ccc(NC2=NCCS2)cc1	6%	0.0%	nt	2%	nt	5%	nt
CCC1CN(C)CCC1(OC(C)=O)c1ccccc1 (stereo not given)	?	-1.1%	3%	7%	-1%	-2%	1%
CN(C)C(=O)Oc1c(Cl)cc(Cl)c2ccccc12	3%[46.1 µM]	-5.8%	-7%[38.3 µM]	3%	9%	1%	-4%
Fc1ccccc1CCNCc1cccc2ccccc12	4%	-0.9%	9%	13%	-7%	0%	-4%
CN1C(=O)CN=C(c2ccc(Cl)cc2)c2cc(Cl)ccc21	-25%	3.2%	3%	4%	?	-3%	-1%
COC(=O)C(O)(c1ccc(NC(=O)c2ccccc2)cc1)C(F)(F)F (stereo not given)	-2%	-1.0%	nt	3%	nt	3%	nt
COc1cc2c(cc1OC)-c1c(OC)c(OC)c(C=O)c3c1[C@H](C2)N(C)CC3	nt	2.0%	5%	-24%[21.7 µM]	nt	-2%	0%
COC(=O)[C@@H]1C[C@H](OC(C)=O)C(=O)[C@H]2[C@@]1(C)CC[C@H]1C(=O)O[C@H](c3ccoc3)C[C@]21C	nt	0.6%	9%	?	nt	-5%&-1%	4%[39.9 µM]
C[C@H](N)Cc1c[nH]c2ccc(O)cc12	nt	0.4%	8%	-8%[21.7 µM]	nt	4%	1%
C1CC2OC2CC1C1CO1 (stereo not given)	nt	nt	1%	-14%[21.7 µM]	nt	2%	nt

# Some of these compounds in order of molar mass, low to high:
smiles	NPSR antagonist	Epigenetic reg	IMPase Li cell	CBFb-RUNX1 inh	Lamin A splicing	aGal spleen mod	KinaseGlo FLuc
C1CC2OC2CC1C1CO1 (stereo not given)	nt	nt	1%	-14%[21.7 µM]	nt	2%	nt
CN(C)C(=O)Oc1c(Cl)cc(Cl)c2ccccc12	3%[46.1 µM]	-5.8%	-7%[38.3 µM]	3%	9%	1%	-4%
CCn1cc(CN2CCCC(C(=O)c3sccc3C)C2)cn1 (stereo not given)	-8%	-0.1%	16%	-4%	nt	1%	nt
COc1cc2c(cc1OC)-c1c(OC)c(OC)c(C=O)c3c1[C@H](C2)N(C)CC3	nt	2.0%	5%	-24%[21.7 µM]	nt	-2%	0%

# Compound activity as filed in PubChem.
